Compound activity deposited in PubChem by several laboratories.
EP2 mod = EP2 receptor modulators, cAMP readout, primary screen, cell-based, HTRF cAMP, PGE2 stimulation | EP2-expressing cells, cAMP HTRF FRET, PGE2 co-stimulation | 0.83% of 260,000 active | Prostaglandin E2 receptor EP2 subtype (Homo sapiens), P43116 | induction, % at 25 µM;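 active = compounds whose cAMP rise, as percent of the full-agonist control response, exceeds 60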;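 note: rat C6 glioma line stably carrying human EP2 under a CMV promoter; the protocol text gives 20 µM as final concentration; 100% = response of wells given 1 µM PGE2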
TbHK1 inh = Trypanosoma brucei hexokinase 1 inhibitors, primary screen, biochemical, G6PDH-coupled NADH absorbance, MLSCN library; recombinant TbHK1, G6PDH-coupled NADH A340; inhibition, % at 10 µM; 0.11% of 220,000 active;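 active = inhibition of 50% or more in the single-dose primary screen; inactive = inhibition below 50%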
Hck Nef HTS = inhibitors of Nef-activated human Hck kinase, primary screen, biochemical, Z-Lyte FRET, 384-well, Hck-YEEI; Tyrosine-protein kinase HCK (Homo sapiens), P08631; Recombinant Hck-YEEI plus Nef, Z-Lyte FRET kinase assay; inhibition, % at 20 µM; 0.68% of 220,000 active; AID 463187, 2010;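 active = Hck-Nef kinase inhibition above about 50%, limit read from the data; inactive = inhibition below that limit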;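 note: 0% = DMSO with Hck plus Nef and 100% = Hck alone without Nef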
Rad51 HR inh = human RAD51 strand exchange inhibitors, primary screen, biochemical, fluorescence; hRad51 DNA strand exchange, fluorescence dequenching; 0.085% of 200,000 active; inhibition, % at 10 µM;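 active = inhibition above 40% at the single screening dose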;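 note: 0% = DMSO control wells and 100% = blanks with heterologous ssDNA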
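System: human Rad51 nucleoprotein filaments preassembled on unlabelled ssDNA. Reagent: labelled 47-mer dsDNA for strand exchange. Schedule: 30-min compound preincubation and 15-min exchange, both room temperature. Measured by: FRET fluorescence dequenching, excitation 485 nm, emission 520 nm. Read-out: Fluorescence-based percent inhibition, control- and blank-normalised. Benchmarks: plate controls and plate blanks.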
eIF4E 4G PPI = eIF4E–eIF4G protein interaction inhibitors, primary screen, biochemical, uHTS, TR-FRET, eIF4GI fragment; Eukaryotic translation initiation factor 4E (Mus musculus) + Eukaryotic translation …; TR-FRET eIF4E-eIF4GI(517-606) binding, 2 h; inhibition, % at 21.7 µM; 0.37% of 220,000 active; AID 782, 2007;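 active = inhibition above about 30%, limit read from the data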;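 note: 0% = full FRET control wells and 100% = background wells lacking eIF4GI fragment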
Target sequence (P63073 whole entry, looked up, the tested form may be a part): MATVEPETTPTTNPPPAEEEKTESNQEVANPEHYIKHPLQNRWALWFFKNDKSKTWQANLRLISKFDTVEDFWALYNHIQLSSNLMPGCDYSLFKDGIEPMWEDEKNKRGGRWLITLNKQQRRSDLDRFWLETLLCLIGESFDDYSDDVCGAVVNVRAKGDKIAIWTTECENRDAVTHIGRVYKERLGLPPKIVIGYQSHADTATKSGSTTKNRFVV
Target sequence (Q04637 whole entry, looked up, the tested form may be a part): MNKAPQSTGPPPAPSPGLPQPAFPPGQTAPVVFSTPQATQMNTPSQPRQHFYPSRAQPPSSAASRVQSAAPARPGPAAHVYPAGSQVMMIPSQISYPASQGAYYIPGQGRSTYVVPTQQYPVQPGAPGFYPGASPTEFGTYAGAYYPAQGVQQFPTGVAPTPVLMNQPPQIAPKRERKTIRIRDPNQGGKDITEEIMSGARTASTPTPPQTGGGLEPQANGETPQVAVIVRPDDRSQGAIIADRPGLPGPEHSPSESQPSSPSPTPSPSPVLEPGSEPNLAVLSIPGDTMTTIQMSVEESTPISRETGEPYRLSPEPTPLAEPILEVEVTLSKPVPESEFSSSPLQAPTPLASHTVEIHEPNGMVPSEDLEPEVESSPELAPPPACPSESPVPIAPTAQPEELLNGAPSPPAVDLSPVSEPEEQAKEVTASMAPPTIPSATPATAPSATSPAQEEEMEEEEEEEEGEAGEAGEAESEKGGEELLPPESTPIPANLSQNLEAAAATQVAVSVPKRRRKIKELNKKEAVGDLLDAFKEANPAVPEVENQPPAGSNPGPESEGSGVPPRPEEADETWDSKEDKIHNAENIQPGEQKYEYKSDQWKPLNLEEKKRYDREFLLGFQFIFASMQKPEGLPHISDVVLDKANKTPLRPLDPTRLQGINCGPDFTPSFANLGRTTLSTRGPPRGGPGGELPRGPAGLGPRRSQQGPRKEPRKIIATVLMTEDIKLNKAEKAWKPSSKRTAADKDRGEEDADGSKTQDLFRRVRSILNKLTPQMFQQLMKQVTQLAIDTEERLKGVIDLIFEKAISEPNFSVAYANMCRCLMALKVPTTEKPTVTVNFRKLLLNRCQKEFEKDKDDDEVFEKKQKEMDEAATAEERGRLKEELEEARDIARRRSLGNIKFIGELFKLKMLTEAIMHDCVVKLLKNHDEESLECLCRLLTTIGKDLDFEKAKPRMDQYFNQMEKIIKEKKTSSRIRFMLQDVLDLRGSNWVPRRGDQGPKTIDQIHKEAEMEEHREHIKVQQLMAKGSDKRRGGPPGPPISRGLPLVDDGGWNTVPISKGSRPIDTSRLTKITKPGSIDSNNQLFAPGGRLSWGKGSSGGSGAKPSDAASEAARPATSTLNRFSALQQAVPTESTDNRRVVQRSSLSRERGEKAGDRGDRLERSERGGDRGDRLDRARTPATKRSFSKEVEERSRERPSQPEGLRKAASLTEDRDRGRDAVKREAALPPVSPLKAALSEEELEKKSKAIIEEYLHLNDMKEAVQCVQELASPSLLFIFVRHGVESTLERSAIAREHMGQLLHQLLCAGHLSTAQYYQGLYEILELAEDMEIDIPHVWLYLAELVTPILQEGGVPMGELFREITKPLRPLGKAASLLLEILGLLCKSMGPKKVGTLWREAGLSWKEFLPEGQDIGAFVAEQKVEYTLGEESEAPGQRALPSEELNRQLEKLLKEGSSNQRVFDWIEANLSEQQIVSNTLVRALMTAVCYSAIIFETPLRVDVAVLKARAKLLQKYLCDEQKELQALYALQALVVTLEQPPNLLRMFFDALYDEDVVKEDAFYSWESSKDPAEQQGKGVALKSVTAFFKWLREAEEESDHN
zVAD death inh = inhibitors of zVAD-triggered necroptosis, primary screen, L929 cells; L929 zVAD necroptosis rescue, ATP luminescence, 24 h; with zVAD 60 µM; viability rescue, % at 10 µM; 0.38% of 220,000 active;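 active = activation, scaled between plate controls, above about 75%, limit read from the data; inactive = activation under that limit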;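 note: 0% = zVAD with DMSO and 100% = DMSO alone without zVAD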
14-3-3 Bad inh = inhibitors of 14-3-3 zeta/Bad binding, primary screen, biochemical, TR-FRET, bovine 14-3-3 zeta; 14-3-3 protein zeta/delta (Bos taurus), P63103; TR-FRET 14-3-3zeta/Dy647-pBad peptide displacement, 1 h; AID 781, 2007; inhibition, % at 21.7 µM; 0.71% of 220,000 active;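 active = inhibition above about 70%, limit read from the data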;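 note: 0% = full 14-3-3 plus peptide FRET controls and 100% = background without 14-3-3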
m-calpain inh = inhibitors of pig calpain II, primary screen, biochemical, fluorogenic peptide substrate, 1536-well. purified calpain II, 30 min. inhibition, % at 16 µM. 0.37% of 220,000 active. AID 1236, 2008;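 active = inhibition above about 50%, limit read from the data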
PGE2 EP2 inh = human EP2 receptor antagonists, primary screen, TR-FRET cAMP, C6 glioma cells; 0.52% of 260,000 active; C6 glioma cells expressing human EP2; cells stimulated with saturating PGE2; AID 1422, 2008; Prostaglandin E2 receptor EP2 subtype (Homo sapiens), P43116; inhibition, % at 25 µM;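 active = percent inhibition above 40 after rounding to a whole number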;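 note: rat C6 glioma host cells with rolipram phosphodiesterase inhibitor present; the protocol text gives 20 µM as final concentration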
Starred values were filed as active, the others as inactive; . = no result given; & = joins results of further samples; [ ] = remark or other dose. Not all compounds are listed; the hit share may differ from the screen's.

SMILES	EP2 mod	TbHK1 inh	Hck Nef HTS	Rad51 HR inh	eIF4E 4G PPI	zVAD death inh	14-3-3 Bad inh	m-calpain inh	PGE2 EP2 inh
Cc1cccc(N(C)C(=O)COc2cc(=O)n(C)c3ccccc23)c1	-2	2	5	3	-3	0.4	9	8	4
Nc1cc(C(=O)OCC(=O)NCC2CCCO2)ccc1Cl (stereo not drawn)	-29	32	0	-18	-11	0.4	4	-79	13
O=C(NCC1CCCO1)C(c1ccc(F)cc1)N(CC1CCCO1)C(=O)c1ccc(-c2ccccc2)[nH]1 (stereo not drawn)	19	-13	19	24	-1	1.0	-5	1	10
O=C(NNC(=O)C1CCN(S(=O)(=O)c2ccc(Cl)cc2)CC1)c1ccc(S(=O)(=O)N2CCCCC2)cc1	7	4	3	.	2	1.5	28[fluorescence artefact?]	-8	10
COc1ccc(NC(=O)c2ccccc2SC)cc1	15	3	23	-3	-6	0.9	-2	90*	5
Cc1ccc(C2=NN(S(C)(=O)=O)C(c3ccc4c(c3)OCO4)C2)cc1 (stereo not drawn)	-19	33	3	-4	12[fluorescence artefact?]	0.2	-8	-14	3
CC(Oc1ccc([N+](=O)[O-])cc1Cl)C(=O)Nc1ccc(C(N)=O)cc1 (stereo not drawn)	-19	-10	6	-3	4	0.9	2	0	4
FC(F)(F)c1cnc(Oc2ccc(-c3nnco3)cc2)c(Cl)c1	16	-4	1	3	-3[fluorescence artefact?]	0.7	-5	-8	5
Clc1ccc2c(N/N=C/c3cccnc3)ccnc2c1	-2	-22	27	6	-2	8.3	-7	-4	5
O=C(Nc1cc(Cl)ccc1Cl)N1CCCC1	-2	-7	10	.	0	0.8	-6	-20	-1
CCCCn1nnnc1SCC(=O)Nc1ccc2c(c1)OCO2	2	-2	0	1	1	0.0	-5	-2	14
CC1=NN(C(=O)Cc2ccc([N+](=O)[O-])cc2)C(O)(C(F)(F)C(F)(F)F)C1 (stereo not drawn)	-19	-5	7	-2	-1	0.2	-23	-15	7

Entries of single compounds as entered above. Order of values: EP2 mod, TbHK1 inh, Hck Nef HTS, Rad51 HR inh, eIF4E 4G PPI, zVAD death inh, 14-3-3 Bad inh, m-calpain inh, PGE2 EP2 inh
`CCCCn1nnnc1SCC(=O)Nc1ccc2c(c1)OCO2` across the screens: 2, -2, 0, 1, 1, 0.0, -5, -2, 14
`Cc1ccc(C2=NN(S(C)(=O)=O)C(c3ccc4c(c3)OCO4)C2)cc1` (stereo not drawn) across the screens: -19, 33, 3, -4, 12[fluorescence artefact?], 0.2, -8, -14, 3
`O=C(NNC(=O)C1CCN(S(=O)(=O)c2ccc(Cl)cc2)CC1)c1ccc(S(=O)(=O)N2CCCCC2)cc1` across the screens: 7, 4, 3, ., 2, 1.5, 28[fluorescence artefact?], -8, 10
`Cc1cccc(N(C)C(=O)COc2cc(=O)n(C)c3ccccc23)c1` across the screens: -2, 2, 5, 3, -3, 0.4, 9, 8, 4

Next section
SMILES	EP2 mod	TbHK1 inh	Hck Nef HTS	Rad51 HR inh	eIF4E 4G PPI	zVAD death inh	14-3-3 Bad inh	m-calpain inh	PGE2 EP2 inh
CCN=C(NCC)SC1CC(=O)N(c2ccc(F)cc2)C1=O (stereo not drawn)	-23	8	-30	-3	-1	1.8	3	33	4
CCOc1ccc(Br)cc1S(=O)(=O)NC(=O)c1ccccc1	9	9	15	-8	3	0.7	6	13	2
COc1cccc(OC)c1C(=O)Nc1ccccc1C(=O)N1CCOCC1	3	5	0	2	3	-0.2	4	3	9
CC(C)c1ccc(NC(=S)NN(c2ccccc2)c2ccccc2)cc1	34	27	7	4	1	0.3	-18[fluorescence artefact?]	-7	7
COC(=O)CC1=NN(c2nc(C)cc(C)n2)C(=O)C1	16	-5	17	-8	0	3.5	-13	-27	9
CC1(C)CC(=O)C(C(N)=NC(=O)c2ccccc2)=C(O)C1	-21	0	18	-33	-2	26	0	5	0
CCC(=O)c1ccc(OCc2ccc(C(=O)OC)cc2)c(OC)c1	-40	0	1	.	6[fluorescence artefact?]	-0.3	21	15	8
CC(C)c1nc2ccccc2c2nnc(SCC(=O)NCc3ccco3)n12	23&7	12	2	.	3	0.0	3	2	7&6
O=C(Cn1nnc(-c2ccccc2)n1)Nc1ccccc1N1CCOCC1	-41	0	2	-3	-4	1.2	0	24	14
COC(=O)c1sccc1NC(=S)N1CCCCC1C (stereo not drawn)	12	-4	0	-3	0	-0.5	1	-19	4
CCCN1CCC(=O)N([C@H](CSc2ccc(C)cc2)Cc2ccccc2)CC1	23	-8	20	-6	2	0.1	-7	34	20
CCOc1ccc(-c2nnc3sc(COc4ccc(C)cc4)nn23)cc1	13	5	0	-7	-9	0.2	0	-8	5
Clc1ccc(Cn2ncc3c(N4CCCCC4)ncnc32)c(Cl)c1	-4	2	1	-10	5	0.1	-13	10	14
COC(=O)C1=C(C(=O)OC)SC(=C2C(=S)C(C)(C)N(C(=O)C3CC3)c3ccccc32)S1	34	8	-23	3	11	-1.2	-20	-15	10
O=C(Nc1cccc(C(=O)N2CCOCC2)c1)c1ccccc1	19	-6	1	-7	-9	0.0	4[fluorescence artefact?]	-19	8
ONC(=Nc1ccc(Cl)cc1)c1ccc(Cl)cc1	13	3	1	4	-5	0.2	-6	-1	5
CCNc1nc(NCC)nc(N/N=C/c2ccc(O)c(O)c2)n1	-2	-23	-12	4	3	56	-13	-15	6
CCNC(=S)N(CCN(C)C)Cc1cc2cc(OCC)ccc2[nH]c1=O	-38	-10	31	12	1	-0.8	-3	-100	3
Cc1ccc2cc(CN(C(=O)c3ccco3)c3cccc(C)c3C)c(=O)[nH]c2c1	-11	-14	17	-11	2	0.1	-5	-8	9
COc1cccc(-n2c(Cc3cc(=O)[nH]c(=O)[nH]3)nnc2SCC(=O)N2CCC(C)CC2)c1	6	-3	4	.	1	1.5	2	-11	.
CC#CC(=O)N1CCC(CCc2ccccc2)(C(=O)OCC)CC1	4	-4	3	.	-5	0.3	-6	2	2
Cc1c(C(=O)Nc2nccs2)sc2nc(-c3cccs3)cc(C(F)(F)F)c12	29	-16	1	2	-10	0.5	-2	-84	4
Cc1cc([N+](=O)[O-])nn1CCCC(=O)Nc1cccnc1Cl	-18	-5	20	.	-4	0.0	-8	-13	10
Cc1ncc(CC(=O)n2cc(C(=O)c3cc(Cl)ccc3O)cn2)s1	34	-3	79*	-1	10[fluorescence artefact?]	-0.2	10	-51	10
Cc1nn(-c2ccccc2)c(C)c1P(=O)(c1ccccc1)N(C)C (stereo not drawn)	-12	6	-1	1	3	0.0	-13	-3	6
Cc1cc(Cl)c(S(=O)(=O)NCc2cccnc2)cc1OCC(=O)NC1CCCCC1	-2	4	-1	0	-4	-0.6	1	25	0
CCNC(=O)Nc1ccccc1C(=O)OC	-4	-4	-1	4	5	1.9	2	-11	7
Cc1cc(=O)oc(C)c1C(=O)NC1CC(C)(C)NC(C)(C)C1	25	-4	9	-3	0	-1.2	-3	15	16
Cc1ccc(S(=O)(=O)N2CCC(=O)N(CCOC(=O)Nc3ccc(F)cc3)CC2)cc1	-11	-2	-1	-12	1	-0.4	-5	7	6
O=C(CN1CCOCC1)NNC(=S)Nc1ccc(Cl)cc1	-12	4	7	-5	-1	1.4	-1	28	11
Cc1ccc(CN(C(=O)c2c(F)cccc2F)C2CC(C)(C)NC(C)(C)C2)o1	20	4	1	1	-4[fluorescence artefact?]	-1.1	-10	-9	4
NNC(=O)CCN1CCN(Cc2ccccc2)CC1	30	-5	-2	21	5	0.6	-8	-24	6
O=C(Cc1cccs1)Nc1ccc(-c2nnn(CC(=O)N3CCOCC3)n2)cc1	-13&-3	6	2	3	-3	15	1	-62	10&9
CCOC(=O)C1CCN(C(=O)Cc2ccc(OC)c(OC)c2)CC1	28	18	-3	-1	5	0.7	-6	17	9
CSc1ccc(C(=S)N2CCN(C)CC2)cc1	12	-3	1	-5	-2	0.8	4	-21	19
COCCn1c(-c2ccc(Cl)cc2)cnc1SCC(=O)NCCc1ccc(OC)c(OC)c1	-8	28	0	-3	-3	-0.1	-3	-3	9
CCOC(=O)COc1c(C=O)cc(Br)cc1OC	40	0	1	6	0	-0.2	-6	16	4
CCc1cc(-c2n[nH]c(=S)n2N)n(C)n1	12	3	0	6	-4	-0.5	7[fluorescence artefact?]	-8	11
CC(=O)C1=C(O)CCCC1=NCc1nc2ccccc2[nH]1	-14	-1	20	4	0	1.4	1	19	14
O=C(CC(c1ccc(F)cc1)c1ccco1)Nc1nccs1 (stereo not drawn)	33	2	17	-5	1	3.3	-6	-32	8
CC(C)(NC(=O)c1cc(Cl)c2ccccc2c1O)C(=O)O	32	-29	15	4	1	-0.5	5	-160	12
CCOc1ccc(OCC(=O)OCn2c(SC)nnc(C)c2=O)cc1	5	-1	0	-4	-3	0.6	4	-6	10
COc1ccc(S(=O)(=O)NCc2ccccc2Cl)cc1OC	4	7	2	-10	2[fluorescence artefact?]	0.6	8	5	17
O=C1C2C3C=CC(CC3)C2C(=O)N1/N=C/c1c[nH]c2ccccc12 (stereo not drawn)	-31	-10	22	21	-10	8.8	-12	-9	1
CC(C)C(=O)N1CCN(c2nc(-c3ccccc3)c3c(c2C#N)CCCC3)CC1	43	-9	-2	-1	5	0.9	17[fluorescence artefact?]	-6	8
CCOC(=O)c1ccc(NC(=O)CN2C(=O)C(C)SC(C)C2=O)cc1 (stereo not drawn)	2	-2	2	-8	-2[fluorescence artefact?]	2.1	-2	-7	8
Cc1ccc(C(=O)NC(=S)NNC(=O)c2ccccc2[N+](=O)[O-])cc1	0	6	5	2	3	0.5	-8	-8	10
CCOC(=O)C1=C(C)OC(N)=C(C#N)C1c1ccc(C)s1 (stereo not drawn)	49	-11	-6	6	2	4.1	-14	-6	3
Cc1cccc(N2CCN(C(=O)C3CCN(S(=O)(=O)N4CCOCC4)CC3)CC2C)c1 (stereo not drawn)	-7	-2	22	29	3	1.6	-21	-21	8
N#Cc1c(-c2cccc(Cl)c2)[nH]c(=S)[nH]c1=O	-12	-44	10	-14	-3	3.0	2	20	6
CC(=O)Oc1ccc2c(c1)O/C(=C\c1ccncc1)C2=O	-4	-32	-34	-114	3	0.3	-13	2	12
O=C(COc1cccc2ccccc12)N/N=C/c1ccc(Sc2nc3ccccc3s2)o1	-13	-27	3	-4	-1	1.0	-2	-82	5
O=C(/C=C\c1ccco1)Nc1ccc(N2CCN(C(=O)c3ccccc3)CC2)cc1	3	-24	0	-3	-2	1.2	-4[fluorescence artefact?]	11	3
COc1ccc(Cl)cc1Nc1cc(C)nc2nc(C)nn12	28	-6	-7	.	2	.	1[fluorescence artefact?]	-10	5
CC1CCC(C(C)C)C(OCC(O)CNC(C)C)C1 (stereo not drawn)	5	-1	30	2	-2	0.1	-1	4	5
CN1/C(=C\C=Nc2ccc3ccccc3c2)C(C)(C)c2ccccc21	23	0	-3	-26	-9[fluorescence artefact?]	-0.1	43[fluorescence artefact?]	-13	9
Cc1cc(/C=C2\Sc3ccccc3N2C)cc(C)[n+]1CC1CCCO1 (stereo not drawn)	-32	4	-28	-5	4	0.3	-9	-27	17
